MPTP block: inhibitors of mitochondrial permeability transition pore; isolated mouse mitochondria, Ca2+ swelling absorbance, 30 min; AID 602449; inhibition, % at 10 µM; 360,000 compounds, 1.4% hits;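 active = inhibition of 50% or more, scaled per plate between neutral and stimulator controls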;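 also: 0% = DMSO wells given calcium and 100% = 1 mM EGTA wells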
hIAP activ: human IAP activation. purified human IAP, CDP-Star luminescence, 30 min; hits give high values; 1 = vehicle-only enzyme, 0 = enzyme-free background. activation factor at 10 µM. 330,000 compounds, 0.16% hits. AID 2524;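 active = activation factor of the enzyme at least 2-fold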; also: the source names both 10 and 20 µM as test concentration; values of inactives mirror those of a sister screen read the other way
A3G deaminase: blocks human APOBEC3G single-stranded DNA deamination; 330,000 compounds, 0.28% hits; Q9HC16; recombinant A3G, ssDNA deamination FAM/TAMRA fluorescence; inhibition, % at 20 µM;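 active = inhibition of at least 40% at 20 µM, with no more than 30% in the related APOBEC3A deaminase screen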;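 also: plate controls were DMSO wells with A3G for no effect and wells lacking A3G enzyme for full effect; some compounds called inactive have numbers as strong as hits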
Target sequence (Q9HC16 whole entry, looked up): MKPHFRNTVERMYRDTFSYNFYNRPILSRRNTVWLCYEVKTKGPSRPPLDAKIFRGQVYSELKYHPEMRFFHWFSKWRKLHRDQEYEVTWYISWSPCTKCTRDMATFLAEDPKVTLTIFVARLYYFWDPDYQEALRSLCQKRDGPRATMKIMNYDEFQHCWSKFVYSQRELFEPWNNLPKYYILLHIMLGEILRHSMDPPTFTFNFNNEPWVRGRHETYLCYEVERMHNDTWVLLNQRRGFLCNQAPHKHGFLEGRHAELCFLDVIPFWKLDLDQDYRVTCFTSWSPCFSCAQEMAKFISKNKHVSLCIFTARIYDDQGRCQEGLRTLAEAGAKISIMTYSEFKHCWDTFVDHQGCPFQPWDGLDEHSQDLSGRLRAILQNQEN
hIAP block: human IAP inhibition; P09923; purified IAP, CDP-Star luminescence, 30 min; inhibition, % at 10 µM; 330,000 compounds, 0.12% hits; AID 2544;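 active = inhibition reaching a set limit with compound at 10 µM in the primary screen, cut at about 35% in these data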;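 also: plate controls were DMSO wells with enzyme for no effect and no-enzyme buffer wells for full effect; values of inactives mirror those of a sister screen read the other way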
mIAP inh: mouse IAP inhibition | purified mouse IAP, CDP-Star luminescence, 30 min | inhibition, % at 10 µM | 330,000 compounds, 0.2% hits;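 active = inhibition of at least 40% at 10 µM in the primary screen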;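 also: plate controls were DMSO with enzyme for no effect and no enzyme wells for full effect; values of inactives mirror those of a sister screen read the other way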
A3A deaminase: inhibitors of human APOBEC3A DNA deaminase. recombinant A3A, FAM/TAMRA ssDNA deamination fluorescence. inhibition, % at 20 µM. AID 493011. 330,000 compounds, 0.41% hits;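 active = at least 40% inhibition at 20 µM here, with at most 30% in a related deaminase screen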;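 also: plate controls were A3A with DMSO for no effect and wells lacking A3A enzyme for full effect; some results filed as inactive read as strong as hits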
Target sequence (P31941 whole entry, looked up): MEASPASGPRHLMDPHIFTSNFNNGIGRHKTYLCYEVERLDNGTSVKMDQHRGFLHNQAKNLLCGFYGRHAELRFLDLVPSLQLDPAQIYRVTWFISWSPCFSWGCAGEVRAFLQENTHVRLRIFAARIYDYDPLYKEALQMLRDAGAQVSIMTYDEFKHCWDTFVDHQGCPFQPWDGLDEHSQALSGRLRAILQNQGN
ATG4B inhibitor: inhibitors of human ATG4B cysteine protease | Q9Y4P1 | ATG4B cleavage of LC3-PLA2, NBD-HPC fluorescence, 1 h | inhibition, % at 8.33 µM | 340,000 compounds, 0.51% hits | AID 504462; in the data active = inhibition above about 40%
Target sequence (Q9Y4P1 whole entry, looked up): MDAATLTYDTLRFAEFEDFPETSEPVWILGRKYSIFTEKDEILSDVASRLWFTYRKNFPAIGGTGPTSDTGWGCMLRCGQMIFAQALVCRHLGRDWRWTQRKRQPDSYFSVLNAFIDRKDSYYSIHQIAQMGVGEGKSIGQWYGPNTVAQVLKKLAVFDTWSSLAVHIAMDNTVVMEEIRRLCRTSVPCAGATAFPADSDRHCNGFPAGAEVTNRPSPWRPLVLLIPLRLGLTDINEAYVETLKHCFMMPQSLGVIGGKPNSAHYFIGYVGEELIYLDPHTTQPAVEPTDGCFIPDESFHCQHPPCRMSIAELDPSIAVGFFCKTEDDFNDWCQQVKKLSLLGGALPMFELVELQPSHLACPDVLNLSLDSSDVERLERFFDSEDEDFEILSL
mIAP activ: mouse IAP activation; muIAP, CDP-Star luminescence, 30 min; hits give high values; 1 = vehicle-only enzyme signal, 0 = enzyme-free wells; activation factor at 10 µM; 330,000 compounds, 0.24% hits; AID 2805;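 active = activation factor of at least 2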; also: the source names both 10 and 20 µM as test concentration; values of inactives mirror those of a sister screen read the other way
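System: Mouse IAP enzyme | Also added: CDP-Star substrate | Dosing: Compounds dispensed in DMSO | Schedule: 30 min enzyme-substrate-compound incubation at room temperature | Technique: Chemiluminescence readout | Control set: DMSO-only wells and no-enzyme negative control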
beta cell repl: induces beta-cell replication in MIN6 cells | MIN6 cells proliferation, ATPlite luminescence, 48 h; cells starved in 0.2% serum; 100% = growth in 10% serum | proliferation, % at 10 µM | 330,000 compounds, 0.29% hits | AID 2380;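 active = compounds whose signal lies at least 3.5 SD above the mean of all wells on their plate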;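 also: 0% = DMSO-treated cells in low-serum medium and 100% = 10% serum control; some compounds called inactive have numbers as strong as hits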
* hit, by the source's call.

entry	Compound	MPTP block	hIAP activ	A3G deaminase	hIAP block	mIAP inh	A3A deaminase	ATG4B inhibitor	mIAP activ	beta cell repl
1	COC(=O)CNC(=O)CNC(=O)Nc1ccccc1	3.3	0.9	-7	10	12	-2	-7	0.88	-1
2	CSCc1ccc(C(=O)N2CCC(CCC(=O)N(C)Cc3ccccc3)CC2)o1	-1.4	1	-8	-3	1	-5	36	0.99	-3
3	COc1ccc(N=C2SC(C(=O)Nc3ccc(F)cc3)CC(=O)N2C)cc1 (configuration not stated)	-6.9	1.1	-13	-9	-4	0	-6	1	-2
4	CN(C)CCC(=O)c1ccc(F)cc1	0.3	1	-5	-1	-10	1	3	1.1	-6
5	Cc1[nH]c(=S)[nH]c(=O)c1CCCO	-0.4	0.97	-6	2	-4	-5	-2	1	-2
6	CC(C)C[C@H]1COCCS(=O)(=O)N1Cc1ccccc1F	0.1	0.97	18	2	-1	2	7	1	-2
7	CCOC(=O)C1(CC2CC2)CCN(C(=O)c2cccnc2C)CC1	1.6	1	0	-2	7	1	1	0.93	-2
8	O=C(CSc1nc2nc3c(cc2c(=O)n1-c1ccccc1)CCCC3)Nc1cccc2ccccc12	2.6	0.95	-6	5	2	-3	3	0.98	0
9	O=C(CN1CCCc2ccccc21)Nc1cc(S(=O)(=O)N2CCCC2)ccc1Cl	-0.8	0.9	-3	10	2	1	-6	0.98	-4
10	CSc1ccccc1C(=O)Nc1ccc(C)c(C)c1	-1.4	1.1	-7	-12	-3	-9	6	1	-4
11	Cc1ccn2c(C(=O)NNC(=O)Nc3ccc(Cl)cc3)c(C)nc2c1	-0.5	1.7	-5	-67	5	-1	-1	0.95	6
12	O=C(Cc1c(F)cccc1Cl)Nc1ccc(S(=O)(=O)NCC2CCCO2)cc1 (configuration not stated)	-3.0	0.95	0	5	-1	0	5	1	-3
13	COc1ccccc1-n1c(SCC(=O)Nc2ccc3c(c2)OCO3)nc2c(c1=O)SCC2	0.7	1.2	-10	-16	-19	-5	-5	1.2	-3
14	O=[N+]([O-])/C(=C\Nc1ccccc1)S(=O)(=O)c1ccccc1	-11	1.1	2	-7	3	1	-2	0.97	-3
15	CCOc1ccc(N(CC(=O)N/N=C/c2cc([N+](=O)[O-])ccc2Cl)S(C)(=O)=O)cc1	1.1	0.95	1	5	5	2	-5	0.95	-3
16	CCOC(=O)C1C(=O)OC(C)(C)C1C(C)C(=O)c1ccc(OC)cc1 (configuration not stated)	0.2	0.97	-4	2	13	-3	-5	0.87	5
17	COc1ccc(C(=O)Nc2ccccc2N2CCCC2)cc1	-0.6	0.99	-7	1	3	-7	3	0.97	-2
18	Oc1ccccc1CN(Cc1ccco1)CC(O)COCc1ccc(Cl)cc1 (configuration not stated)	8.6	1.2	5	-22	-7	6	40*	1.1	-6
19	COc1cccc(Nc2ccc(C(=O)O)cc2[N+](=O)[O-])c1	0.7	1	2	-4	5	2	-9	0.95	-2
20	CCOC(=O)N1CCN(S(=O)(=O)CCNC(=O)c2ccccc2)CC1	-0.6	1.1	-1	-10	0	0	2	1	-3
21	COc1ccc(CNc2nc(Cl)c(C#N)s2)cc1	2.0	0.91	-6	9	-2	0	-1	1	-1
22	CC(CNC(=O)c1ccccc1[N+](=O)[O-])NC(=O)c1ccccc1[N+](=O)[O-] (configuration not stated)	0.2	0.95	17	5	10	-2	-4	0.9	-3
23	COc1ccc(OC)c(NC(=O)c2cccc(C)c2[N+](=O)[O-])c1	-0.2	1.1	-1	-9	14	3	19	0.86	-2
24	CC(/C=N/NC(=O)c1cc(-c2ccc3ccccc3c2)n[nH]1)=C\c1ccco1	8.8	1.4	2	-38	10	-5	-8	0.9	-6
25	CCN(CC)S(=O)(=O)c1cccc(-c2nnc(SCCCC(=O)c3ccccc3)o2)c1	8.9	1	-3	0	8	0	9	0.92	-1
26	COc1cccc(/C=C/c2nc(S(=O)(=O)c3ccccc3)c(N(C)C)o2)c1	-0.2	1.1	2	-10	1	2	-6	0.99	0
27	O=c1cc(N2CCC3(CC2)OCCO3)[nH]c(=O)n1-c1ccc(Cl)cc1	-2.2	1	-7	0	11	-2	-11	0.89	-2
28	CC(OC(=O)Cn1cc(C(F)(F)F)ccc1=O)C(=O)N(C)c1ccccc1 (configuration not stated)	-0.7	1	2	-5	-4	4	1	1	1
29	COc1ccccc1NS(=O)(=O)c1ccc(NC(=O)c2nc3nc(C)cc(C(F)F)n3n2)cc1	-1.3	0.79	-7	21	6	-3	-5	0.94	0
30	Cc1ccc(NC(=O)CSc2nnc(-c3n[nH]c4ccccc34)n2-c2ccccc2)c(C)c1	1.0	1.3	-7	-27	-22	-2	26	1.2	-3
31	O=[N+]([O-])c1ccccc1OCCCCN1CCCCC1	-1.3	1.1	-2	-7	1	4	17	0.99	-2
32	COc1ccc(Nc2nnc(-c3ccc(O)cc3)c3ccccc23)cc1C(N)=O	-1.5	0.94	-5	6	2	-5	-16	0.98	-2
33	O=C(NC(Cc1ccc(O)cc1)C(=O)O)/C(=C/c1ccccc1)NC(=O)c1ccccc1 (configuration not stated)	-0.6	1.2	-8	-16	1	-1	2	0.99	-3
34	Cc1cc(NC(=O)COc2ccc3oc4ccccc4c3c2)no1	0.9	1	3	-1	6	4	0	0.94	-2
35	O=C(Nc1nncs1)c1cc2c(s1)CCC2	-2.3	1.1	-5	-11	-4	0	1	1	-5
36	O=C(Nc1ncnc2c1ncn2C1OC(COC(=O)c2ccccc2)C(F)C1O)c1ccccc1 (configuration not stated)	-0.2	0.91	2	9	4	1	-4	0.96	-2
37	CCCn1c2ccccc2c2cnn(CC(=O)NCCCOC)c(=O)c21	-1.1	1.1	-3	-13	-7	7	8	1.1	-1
38	COC(=O)/C=C1\SC(=NC(=O)c2ccc(-c3ccccc3)cc2)NC1=O	1.6	1.1	-5	-8	0	-1	15	1	-6
39	CCc1cc(C(=O)c2ccc(OC)cc2)c(NC(=O)CN2CCCCC2)s1	3.6	0.94	-2	6	8	2	13	0.92	-4
40	O=C1/C(=C/c2ccccc2)CSc2sccc21	2.9	1.1	-5	-7	-5	-1	10	1.1	-2
41	COc1ccc(C(=O)NCc2nnc(SCC(=O)NO)n2Cc2ccccc2)cc1	1.4	1.2	-5	-24	-21	-8	1	1.2	-3
42	CO/N=C/NC(=O)NOCc1ncc(C(F)(F)F)cc1Cl	-5.9	1.1	2	-8	0	8	2	1	2
43	Clc1ccccc1Cc1noc(CN2CCSCC2)n1	0.1	0.91	2	9	9	1	-6	0.91	0
44	O=C(/C=C/c1ccc(Cl)cc1)NCCN1CCOCC1	-2.4	0.99	-4	1	0	-1	4	1	0
45	O=C1CN(S(=O)(=O)c2ccc(F)cc2)c2ccccc2N1	0.2	0.91	-5	10	0	-2	3	1	-1
46	Clc1ccc(CN(Cc2ccccc2)C(c2cccs2)c2nnnn2C2CCCC2)cc1 (configuration not stated)	1.6	1.6	-1	-63	-12	-2	-7	1.1	-2
47	Cc1c(Cl)cccc1NC(=O)CCN1CCN(CCO)CC1	1.1	0.94	-5	6	-5	-5	-6	1.1	-1
48	O=[N+]([O-])c1ccc(-c2ccc(/C=N/c3c(-c4ccco4)nc4ccccn34)o2)cc1	4.3	0.67	-6	33	20	-2	3	0.8	-3

Two compounds from above, reduced to A3A deaminase and mIAP inh:
No.	Compound	A3A deaminase	mIAP inh
47	Cc1c(Cl)cccc1NC(=O)CCN1CCN(CCO)CC1	-5	-5
48	O=[N+]([O-])c1ccc(-c2ccc(/C=N/c3c(-c4ccco4)nc4ccccn34)o2)cc1	-2	20

(more compounds)
entry	Compound	MPTP block	hIAP activ	A3G deaminase	hIAP block	mIAP inh	A3A deaminase	ATG4B inhibitor	mIAP activ	beta cell repl
49	O=C1c2ccccc2C(=O)N1CCCCSc1nnc(-c2ccc(OC(F)F)cc2)o1	2.6	0.93	-2	7	7	1	-5	0.93	-3
50	COc1cccc(CSc2nnc(-c3ccncc3)n2C)c1	1.0	1.1	-9	-11	6	-6	-2	0.94	-1
51	O=C(Nc1ccc([N+](=O)[O-])cn1)C1CC2CCC1C2 (configuration not stated)	2.1	1.1	-4	-10	2	4	-8	0.98	0
52	COc1ccc(NC(=O)C2C3C=CC4(O3)C2C(=O)N(CCN2CCCCC2C)C4C(=O)NC2CCCC(C)C2C)cc1 (configuration not stated)	0.7	1.1	-10	-13	-2	0	-9	1	0
53	Nc1ccc2oc(-c3ccccc3Cl)nc2c1	-1.2	0.93	-7	7	2	5	2	0.98	0
54	COc1ccc(-n2c(C)cc(C(=O)COc3ccc(-n4cnnn4)cc3)c2C)cc1	1.8	1	-7	-3	8	-5	0	0.92	-4
55	Cn1c(=O)[nH]c(=O)c2c1nc(NCc1ccco1)n2Cc1ccccc1Cl	0.7	1.1	1	-9	-4	6	-3	1	0
56	O=C1CS/C(=N/N=C/c2ccccc2)N1Cc1ccco1	14	0.84	-10	16	3	-4	-3	0.97	-1

In a second layout: entries from further up.
#41 COc1ccc(C(=O)NCc2nnc(SCC(=O)NO)n2Cc2ccccc2)cc1
- MPTP block: 1.4
- hIAP activ: 1.2
- A3G deaminase: -5
- hIAP block: -24
- mIAP inh: -21
- A3A deaminase: -8
- ATG4B inhibitor: 1
- mIAP activ: 1.2
- beta cell repl: -3

#37 CCCn1c2ccccc2c2cnn(CC(=O)NCCCOC)c(=O)c21
- MPTP block: -1.1
- hIAP activ: 1.1
- A3G deaminase: -3
- hIAP block: -13
- mIAP inh: -7
- A3A deaminase: 7
- ATG4B inhibitor: 8
- mIAP activ: 1.1
- beta cell repl: -1

#30 Cc1ccc(NC(=O)CSc2nnc(-c3n[nH]c4ccccc34)n2-c2ccccc2)c(C)c1
- MPTP block: 1.0
- hIAP activ: 1.3
- A3G deaminase: -7
- hIAP block: -27
- mIAP inh: -22
- A3A deaminase: -2
- ATG4B inhibitor: 26
- mIAP activ: 1.2
- beta cell repl: -3

Next part:
entry	Compound	MPTP block	hIAP activ	A3G deaminase	hIAP block	mIAP inh	A3A deaminase	ATG4B inhibitor	mIAP activ	beta cell repl
57	Cc1ccc(S(=O)(=O)NNC(=S)Nc2ccccc2)cc1	-4.5	1.3	-2	-32	1	-6	-2	0.99	-2
58	CCNC(=S)N(CCN(C)C)Cc1cc2cc3c(cc2[nH]c1=O)OCO3	0.5	1.4	-5	-40	0	-2	-5	1	-3
59	O=C(NCC(c1ccco1)N1CCc2ccccc2C1)c1cccc(Br)c1 (configuration not stated)	1.9	1	-7	-2	5	-2	6	0.95	-3
60	Cc1ccc(NC(=O)CN2C(=O)NC3(CCCc4ccccc43)C2=O)cc1S(=O)(=O)N1CCOCC1 (configuration not stated)	2.2	0.94	-2	6	3	2	-5	0.97	-3
61	CC1CCCC(NC(=O)COC(=O)Cc2ccc(Cl)cc2)C1C (configuration not stated)	-0.5	1	-1	0	2	0	1	0.98	-3
62	CCCCNC(=S)NNC(=O)c1ccco1	-0.6	0.56	-8	44*	13	-1	2	0.87	-5
